Assay outcomes (PubChem)
Vif-APOBEC3F blk: inhibitors of Vif-A3F interaction; 390,000 tested, 0.2% active; AID 602313; Potency, µM (top dose mostly 46.1 µM), for inactives: at the highest dose activity, negative = active; HeLa A3F-eYFP + Vif (tagged APOBEC3F with the HIV-1 protein that degrades it), YFP fluorescence increase; note: potency is the fitted concentration of half-maximal effect; % of control where 0% means no effect; nearly all actives have a fitted effect of over 65% in size
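HeLa cells stably expressing Vif plus C-terminally eYFP-tagged A3F were seeded, incubated overnight at 37 deg C, dosed with compound, incubated overnight again at 37 deg C. Yellow fluorescence (Ex 488/Em 500-530) reported blocked Vif-mediated A3F-eYFP degradation.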
Vif-APOBEC3G blk: blocks the Vif interaction with human APOBEC3G | Q9HC16 | HeLa A3G-eYFP + Vif (tagged APOBEC3G with the HIV-1 protein that degrades it), YFP fluorescence, overnight | Potency, µM (series often up to 46.1 µM), without a hit: at the top dose activity, negative = active, usual class: inhibitors | 410,000 tested, 0.076% active | AID 602310;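 note: potency is the fitted concentration of half-maximal effect; % is set by controls: 0 for no effect and ±100 for the full control effect; nearly all actives have a fitted effect of over 60% in size; hits raise eYFP signal because A3G escapes Vif-driven loss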
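HeLa cells stably expressing Vif and C-terminally eYFP-tagged A3G, seeded overnight at 37 deg C, then exposed to compound by pintool overnight at 37 deg C. Rise in yellow fluorescence (Ex 488/Em 500-530, Acumen) marks blocked Vif-driven A3G degradation.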
TrxR1 substrate: substrates of rat thioredoxin reductase 1; AID 588456; Potency, µM (highest dose often 114 µM), for inactives: at the highest dose activity change, negative = substrate turnover; purified TrxR1 substrate turnover, NADPH consumption readout; 390,000 tested, 0.01% active; O89049; note: potency is the fitted concentration of half-maximal effect; % is set by controls: 0 for no effect and ±100 for the full control effect; nearly all actives have a fitted effect of over 50% in size
Target sequence (O89049 whole entry, looked up): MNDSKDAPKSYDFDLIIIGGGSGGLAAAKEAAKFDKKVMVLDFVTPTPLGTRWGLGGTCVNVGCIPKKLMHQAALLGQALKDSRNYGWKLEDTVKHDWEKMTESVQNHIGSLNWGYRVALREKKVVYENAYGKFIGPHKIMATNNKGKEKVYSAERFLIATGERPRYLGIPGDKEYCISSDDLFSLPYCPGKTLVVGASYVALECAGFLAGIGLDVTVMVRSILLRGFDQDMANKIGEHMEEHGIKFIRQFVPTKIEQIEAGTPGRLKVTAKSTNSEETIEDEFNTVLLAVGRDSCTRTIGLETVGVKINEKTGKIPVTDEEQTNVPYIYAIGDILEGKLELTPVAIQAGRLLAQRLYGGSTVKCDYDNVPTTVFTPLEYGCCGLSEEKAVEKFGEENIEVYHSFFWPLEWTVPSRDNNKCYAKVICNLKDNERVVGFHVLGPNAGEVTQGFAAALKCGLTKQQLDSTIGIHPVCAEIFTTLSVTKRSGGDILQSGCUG
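Rat TrxR1, dispensed at 90 nM, was prereduced with 400 uM NADPH (final) for 5 min at ~22 deg C, then incubated with compound 15 min before 400 uM selenite. A first-read NADPH fluorescence drop versus no-compound background flagged substrates.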
Glioma ERSR ind: inducers of ER stress response in human glioma cells; U87-MG GRP78 promoter luciferase reporter, 16 h; Potency, µM, without a hit: at the highest dose activation, most hits filed as activators; 420,000 tested, 0.02% active; note: potency is the fitted concentration of half-maximal effect; series mostly up to about 76 µM; % of control where 0% means no effect; nearly all actives have a fitted effect of over 35% in size
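Stably transfected U87-MG glioma cells carrying a GRP78-based luciferase sensor; 16 h compound incubation. Luminescence end-point read 10 min after Bright-Glo addition at room temperature.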
PI4K2A block: PI4K2A (human) kinase inhibition; purified PI4K2A, ADP-Glo luminescence, 1 h; active compounds read low; activity change, negative = inhibition, % at 76.9 µM; 420,000 tested, 0.13% active; AID 1346378; in the data active = activity change below about -50%; inconclusive = mostly about -30% to -49%;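 note: -100% = wells without enzyme as full effect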
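PI4K2A activity was measured by ADP-Glo luminescence: enzyme (4 ug/mL stock) and phosphatidylinositol (1.2 mM stock) in Tris pH 7.5/MgCl2/EGTA/Triton X-100 buffer were reacted with ATP (300 microM stock) for one hour at ambient temperature.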
IDH1 R132H inh: inhibitors of human mutant IDH1 R132H. O75874. IDH1-R132H enzyme, NADPH consumption, diaphorase/resazurin fluorescence. Potency, µM (series often up to 76.6 µM), inactives show top-dose activity change, negative = inhibition, usual class: inhibitors. 390,000 tested, 0.093% active; note: potency is the fitted concentration of half-maximal effect; % is set by controls: 0 for no effect and ±100 for the full control effect; nearly all actives have a fitted effect of over 65% in size
Target sequence (O75874 whole entry R132H, stated change not applied): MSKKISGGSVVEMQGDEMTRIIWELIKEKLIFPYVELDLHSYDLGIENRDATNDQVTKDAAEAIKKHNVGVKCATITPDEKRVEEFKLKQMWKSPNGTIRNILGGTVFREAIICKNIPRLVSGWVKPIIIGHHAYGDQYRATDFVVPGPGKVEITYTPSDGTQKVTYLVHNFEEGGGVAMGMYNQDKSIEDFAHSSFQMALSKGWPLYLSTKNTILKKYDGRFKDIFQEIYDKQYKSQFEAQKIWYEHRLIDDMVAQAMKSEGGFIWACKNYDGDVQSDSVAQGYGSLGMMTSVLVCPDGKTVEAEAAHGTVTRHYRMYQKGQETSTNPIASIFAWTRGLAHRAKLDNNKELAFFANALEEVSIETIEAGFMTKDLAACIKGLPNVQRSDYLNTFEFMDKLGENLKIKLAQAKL
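IDH1-R132H (0.5 ug/mL dispensed) in pH 7.5 Tris buffer was preincubated 30 min with compound, then given a substrate mix of 0.016 mM NADPH and 2 mM alpha-KG for 80 min at room temperature; remaining NADPH was read by diaphorase/resazurin fluorescence.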
LDHA inh: LDHA (human) enzyme inhibition; P00338; purified LDHA, NADH/diaphorase-resazurin fluorescence; active compounds read low; activity change, % (values are at about 110 or 230 µM); 480,000 tested, 0.15% active; in the data active = activity change below about -30%; inconclusive = mostly about -25% to -30%;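 note: plate controls were DMSO wells for no effect and wells without enzyme for full effect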
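Remaining NADH was detected by diaphorase (0.133 mg/mL) converting 37 µM resazurin to fluorescent resorufin, read at 0 and 20 minutes. The preceding 5-minute room-temperature reaction used 2 nM LDHA, 0.2 mM sodium pyruvate and 0.06 mM NADH at pH 7.4.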
USP1 inh: blocks the human USP1/UAF1 deubiquitinase complex; 390,000 tested, 0.23% active; Potency, µM (doses to about 57.1 µM), for inactives: at the top dose activity change, negative = inhibition, most hits filed as inhibitors; recombinant USP1/UAF1, Ub-Rhodamine cleavage fluorescence; O94782; note: potency is the fitted concentration of half-maximal effect; % is set by controls: 0 for no effect and ±100 for the full control effect; nearly all actives have a fitted effect of over 60% in size; inactives centre near -12
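Step one: compound is pinned into 1nM USP1/UAF1 in HEPES pH 7.8 buffer with TCEP. Step two: 15 min room-temperature incubation. Step three: Ub-Rho (150nM final) starts cleavage, tracked by fluorescence over six one-minute reads.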
RXFP1 agonist: RXFP1 (human) receptor agonism. Q9HBX9. HEK293T-RXFP1 cAMP TR-FRET, 30 min; response scale: percent of porcine relaxin response, buffer zero. Potency, µM (titrated, usually from 57.5 µM), without a hit: at the top dose activation, hits mostly activators. 370,000 tested, 0.3% active. AID 2676; note: potency is the fitted concentration of half-maximal effect; % is set by controls: 0 for no effect and ±100 for the full control effect; nearly all actives have a fitted effect of over 60% in size; many of its hits are not listed in these tables
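cAMP rise read by TR-FRET after 30 min, 37C compound exposure (up to 58 uM) in RXFP1-transfected HEK293 cells with Ro 20174 present. EC50 from Hill-equation fits, with 29 nM porcine relaxin as 100% and buffer as basal.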
Starred values were filed as active, the others as inactive; ? = inconclusive; . = no result given; [ ] = dose if it differs, or a comment. Unless noted, calls come from the whole dose curve; as a rule, active = well fitted curve in the direction sought with a large enough effect; inconclusive = small, poorly fitted or top-dose-only effect, or another doubt; inactive = no such curve, though single readings can be large; an effect the other way counts as inactive or inconclusive.

Molecule | Vif-APOBEC3F blk | Vif-APOBEC3G blk | TrxR1 substrate | Glioma ERSR ind | PI4K2A block | IDH1 R132H inh | LDHA inh | USP1 inh | RXFP1 agonist
CCOc1ccc(C(=O)NCCc2ccccc2)cc1 | -3% | 0% | 7% | -10% | -1 | 9% | -12 | ? | -0.2%
O=C(O)c1ccccc1-c1nc(-c2ccccc2)c(-c2ccccc2)[nH]1 | -13% | -4% | 3%[57.1 µM] | -3% | -1 | -6% | -13 | -22% | 6.3%
CCOC(=O)c1ccc(CC(=O)c2oc3cc(O)ccc3c2C)o1 | -14% | -6% | 25% | 0% | -3 | -1% | 1 | -20% | 6.0%
Cc1ccc(C(=O)NCCc2ccc(S(N)(=O)=O)cc2)cc1-n1cnc2cccnc21 | -3% | 0% | -2% | -3% | -2 | 7% | -7 | -7% | 5.1%
CS(=O)(=O)c1ccc(-c2sc3ccccc3c2C(=O)N2CCN(c3ccc(F)cc3)CC2)cc1 | -3% | -4% | 7% | 3% | -11 | 0% | 0 | ? | .
CCN1C(=O)c2ccccc2Sc2ccc(C(=O)NCCCN3CCOCC3)cc21 | 1% | -3% | -2%[57.1 µM] | -4% | -1 | 7% | -3 | -18% | 0.6%
CC(C)C1COC(c2cccc3ccccc23)=N1 (stereo not drawn) | -1% | -7% | 0% | -2% | -7 | -8% | 1 | ? | 1.2%
CCOC(=O)c1ccc(N2C(=O)c3[nH]nc(-c4ccc(C)cc4)c3C2c2cccc(F)c2)cc1 (stereo not drawn) | -16% | -5% | -7% | 14% | -1 | -10% | -3 | -14% | -0.3%
CCn1c(=O)cc(C(=O)OC)sc1=Nc1ccc(F)c(F)c1 | -5% | -14% | 4%[57.1 µM] | -13% | 7 | 19% | 2 | -19% | -0.9%
CCCOc1ccc(-c2c(=O)n(OCc3ccc([N+](=O)[O-])cc3)c3ccccc3[n+]2[O-])cc1 | -12% | 1% | 2% | -7% | -4 | 4% | -2 | -1% | -0.3%
CCOC(=O)c1ccccc1NC(=O)CSc1cn(CC(=O)N2CCCCCC2)c2ccccc12 | 5% | 5% | -4% | -4% | 1 | -7% | 2 | ? | 0.9%
CCn1cc(C2C3=C(CC(C)(C)CC3=O)N(c3ccc(C)cc3)C3=C2C(=O)CC(C)(C)C3)c(C)n1 | -10% | -9% | 8% | -3% | -6 | -2% | -9 | -9% | .
CS(=O)(=O)N(CC(=O)Nc1cccc(Cl)c1Cl)c1ccccc1 | -4% | -10% | -6% | -1% | 1 | 4% | 1 | -22% | -0.9%
CCCCS(=O)CC(COCc1ccccc1)OC(=O)CSc1nc(C)cc(C)n1 (stereo not drawn) | 8% | 3% | -23%[57.1 µM] | 3% | 1 | 9% | -6 | -16% | 0.7%
COc1ccc(-c2cccc(C(=O)N3CCOCC3)c2)cc1 | -13% | -4% | 8%[57.1 µM] | 2% | -2 | 5% | -6 | -18% | -0.9%
O=S(=O)(NCc1ccncc1)c1ccc(F)c(F)c1 | -1% | 3% | . | -3% | 7 | 10% | -1 | -18% | .
Cc1ccc(S(=O)(=O)N2C=CC(C(F)(F)F)=NCC2)cc1 | -2% | 1% | -8%[57.1 µM] | -2% | 4 | -1% | 2 | 0% | -0.8%
CC(C)n1ncc(N2CCOCC2)c(Cl)c1=O | 1% | -3% | -3% | -3% | -3 | 18% | -1 | -5% | 0.0%
CCCCCc1cc(=O)oc2c(C(CCN3CCCCC3)c3ccc4c(c3)OCO4)c(OC)cc(OC)c12 (stereo not drawn) | -7% | ? | -6% | -12% | 0 | 1%[38.3 µM] | 3 | -7% | 1.0%
CN(C)/N=C/c1cc([N+](=O)[O-])ccc1O | 10% | -2% | 1% | 1% | -3 | 0% | 18 | -14% | 0.7%
O=S(=O)(c1ccc2ccccc2c1)N1CCN(C(=S)Nc2ccc(F)cc2)CC1 | 11% | 5% | -7% | -2% | -2 | 5% | -6 | -22% | 0.9%
CCc1nc2c(OCCC3CCCCC3)cccn2c1N(C)C(=O)c1ccccc1F | . | ? | . | 3% | -5 | . | 1 | . | .
COc1ccc(N(C(=O)c2ccco2)C(C(=O)NC2CCCCC2)c2ccccc2)cc1 (stereo not drawn) | 3% | 4% | -10%[57.1 µM] | -4% | -7 | ? | -2 | -21% | .
O=C(Nc1nnc(-c2ccc(Cl)cc2)o1)Nc1ccccc1F | 1% | -1% | 15% | 6% | -3 | 3% | 0 | -16% | 2.4%
COc1cc(NC(=O)C2CCCO2)c(C(=O)O)cc1OC (stereo not drawn) | 3% | -1% | 6% | -5% | -5 | 5% | 0 | -11% | -0.7%
O=C(Nc1cc(Cl)ccc1N1CCOCC1)c1cccnc1Cl | 10% | 0% | -3%[57.1 µM] | -2% | -1 | 3% | -14 | -12% | 1.7%
O=C(Nc1ccc2[nH]c(=O)[nH]c2c1)Nc1ccc(F)cc1F | 0% | 1% | 5% | -4% | 4 | 14% | 4 | -18% | 5.4%
CCN(c1cccc(C)c1)S(=O)(=O)c1cccc(C(=O)O)c1 | 0% | 1% | 8%[57.1 µM] | 1% | 1 | 2% | -4 | -11% | -0.5%
CCOC(=O)c1c(C)[nH]c(C)c1S(=O)(=O)N1CCN(c2ccc(Cl)cc2)CC1 | -1% | -3% | 7%[57.1 µM] | -6% | 2 | 19% | -1 | -17% | -0.1%
Cc1ccnc(NC(=O)c2ccc(NS(=O)(=O)/C=C/c3ccccc3)cc2)c1 | 5% | 0% | -14% | -3% | 1 | -5% | -5 | -15% | 0.8%
Cc1nnc(NC(=O)c2ccccc2-c2ccccc2C(=O)O)s1 | -8% | 0% | -1% | -2% | 5 | -2% | -11 | -17% | -9.4%
COc1ccc(S(=O)(=O)N2CCC(C(=O)NC3CCCCC3C)CC2)cc1 (stereo not drawn) | -5% | 0% | -11%[57.1 µM] | 0% | 11 | 8% | -5 | -18% | 0.3%
COc1ccc(C2C(C(=O)c3cccs3)=C(O)C(=O)N2CCN2CCOCC2)c(OC)c1 (stereo not drawn) | -9% | -4% | -9% | -1% | -4 | 3% | 8 | -10% | 14%
NC(=O)CC(NC(=O)c1ccccc1)C(=O)O (stereo not drawn) | -4% | 0% | 3% | -3% | -1 | -5% | -6 | -21% | .
CCCCN1C[C@H](C)[C@@H](CC(=O)NC)C1=O | -2% | -3% | . | -3% | 2 | 0% | -12 | 10% | .
Cc1cccc(C)c1NC(=O)c1sccc1SCc1cccc(C(F)(F)F)c1 | -16% | -1% | -14% | -4% | -1 | 5% | 2 | -19% | 0.3%
Cc1cc(N/C=C\C(=O)c2ccc(Cl)c(Cl)c2)no1 | -2% | 0% | 8%[57.1 µM] | 6% | -6 | 9% | -10 | -6% | 1.7%
CCOC(=O)C(NC(=O)c1ccc(OC)cc1)(Nc1cc(C)on1)C(F)(F)F (stereo not drawn) | -2% | 0% | -1% | -2% | 5 | -1% | 1 | -19% | 1.3%
Cc1cc2cc(CCNS(C)(=O)=O)c(=O)[nH]c2cc1C | 1% | 1% | 6% | -2% | 1 | 13% | 0 | -4% | 1.1%
COc1ccccc1NS(=O)(=O)c1ccc(Cl)c(NC(=S)NC(=O)C2CCCC2)c1 | -5% | -5% | -11% | -5% | -4 | -1% | -1 | -8% | 4.2%
C=CCNc1nc(Cl)nc(NCc2ccco2)n1 | 5% | 0% | -2%[57.1 µM] | -1% | 1 | 8% | 2 | -13% | -0.1%
CN1CC[n+]2cnc3ccccc3c21 | 1% | -2% | 13%[57.1 µM] | -5% | -8 | 0% | -33* | -6% | 0.1%
O=C(Nc1ccon1)c1ccc(S(=O)(=O)N2CCCCCC2)cc1 | -3% | -2% | -5% | -5% | -1 | -2% | -2 | -22% | 0.1%
CCSc1ccccc1C(=O)n1nnc2ccccc21 | -14% | -19% | 1% | -3% | 68 | -6% | -8 | -8% | 1.8%
Cc1noc(C)c1CS(=O)(=O)c1ccc([N+](=O)[O-])cc1 | 1% | -2% | 10%[57.1 µM] | -3% | 2 | 2% | 2 | -27% | 1.5%
Cc1ccc(NC(=O)ON=C2CCCC2)cc1 | ? | -19% | -6% | -8% | -2 | -4% | 1 | 5% | 0.2%
Cc1nc(SCc2nc3c([N+](=O)[O-])cccc3[nH]2)c2oc3ccccc3c2n1 | 4% | 0% | 3%[57.1 µM] | -2% | 3 | . | 3 | . | .
C=C(CCC(=O)c1ccccc1)C(=O)c1ccccc1 | -5% | -23% | 5%[57.1 µM] | -14% | 45 | ? | -10 | -11% | 0.9%

Pulled by structure from the list above (two):
Molecule | Vif-APOBEC3F blk | Vif-APOBEC3G blk | TrxR1 substrate | Glioma ERSR ind | PI4K2A block | IDH1 R132H inh | LDHA inh | USP1 inh | RXFP1 agonist
C=C(CCC(=O)c1ccccc1)C(=O)c1ccccc1 | -5% | -23% | 5%[57.1 µM] | -14% | 45 | ? | -10 | -11% | 0.9%
O=C(Nc1ccon1)c1ccc(S(=O)(=O)N2CCCCCC2)cc1 | -3% | -2% | -5% | -5% | -1 | -2% | -2 | -22% | 0.1%

These rows are one share of the data (hit frequency here may not be typical).
